NR2E3 ag-1 = agonists of human NR2E3 nuclear receptor; Q9Y5X4; CHO-S Gal4-NCOR/VP16-NR2E3 two-hybrid, luciferase; inhibition of corepressor binding, % at 3.98 µM; hit rate 0.35% among 360,000; AID 602229;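 active = inhibition above the mean of all tested compounds plus 3 SD, cut at about 70% in these data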;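 note: 0% = DMSO with NR2E3 transfected cells and 100% = cells lacking NR2E3 construct; higher means lower luciferase signal from less NR2E3 corepressor binding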
Target sequence (Q9Y5X4 whole entry, looked up, the tested form may be a part): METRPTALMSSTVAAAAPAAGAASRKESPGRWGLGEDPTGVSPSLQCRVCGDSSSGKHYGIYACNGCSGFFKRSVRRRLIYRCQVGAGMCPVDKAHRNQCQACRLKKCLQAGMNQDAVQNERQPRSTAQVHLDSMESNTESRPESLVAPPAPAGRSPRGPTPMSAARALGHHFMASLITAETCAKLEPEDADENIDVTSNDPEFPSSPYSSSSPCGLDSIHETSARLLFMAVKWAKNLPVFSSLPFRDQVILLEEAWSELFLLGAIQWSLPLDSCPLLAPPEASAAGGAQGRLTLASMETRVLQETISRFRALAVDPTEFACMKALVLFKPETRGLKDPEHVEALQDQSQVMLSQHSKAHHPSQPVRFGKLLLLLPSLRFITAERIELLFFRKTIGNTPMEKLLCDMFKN
NR2E3 ag-2 = NR2E3 (human) agonism | GST-NR2E3/biotin-RetCOR TR-FRET, 1536-well | inhibition of corepressor binding, % at 4.78 µM | hit rate 0.12% among 320,000 | AID 2300;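 active = percent inhibition above the cutoff of mean plus 3 SD of all tested compounds, set per screening campaign, cut at about 20% in these data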;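 note: 0% = DMSO wells and 100% = biotin wells as full block of FRET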
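System: GST-NR2E3 and biotin-RetCOR proteins; probe or stimulus: 7 nM biotin-RetCOR; doses: compound at 4.8 µM, single dose; schedule: Compound–protein incubation for 5 h at 4 °C; detection: time-resolved FRET; read-out: percent inhibition; controls: biotin wells as high control, 0.6% DMSO wells as low control; format: 1536-well plates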
HIF-2a inh = HIF-2a inhibition; hit rate 0.72% among 360,000; 786-0 RCC cells HIF-2a reporter, luciferase luminescence, overnight; inhibition, % at 18.8 µM; AID 624352;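 active = inhibition of the luminescence signal of 40% or more relative to plate controls, in a single-dose primary screen at 18.75 µM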
MITF TRPM1 inh = reduces MITF-dependent TRPM1 promoter luciferase signal; hit rate 0.83% among 330,000; inhibition, % at 12.5 µM; SK-MEL-5 TRPM1 promoter luciferase, 24 h; AID 488899;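 active = mean inhibition across replicates of 60% or more, whatever share of single replicates reaches that level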; note: values of inactives mirror those of a sister screen read the other way
TROY NFkB inh = inhibitors of TROY-dependent NF-kB signaling | AID 1347056 | Q293 LMP1-TROYcd NF-kB luciferase reporter, 4 h | inhibition, % at 10 µM | hit rate 0.98% among 360,000;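 active = compounds whose plate-normalised and pattern-corrected inhibition of the luciferase reporter signal at the single screening dose is 50% or more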
Shn3 3UTR inh = inhibitors of Schnurri-3 3'UTR reporter in osteoblasts; Clone20 osteoblast Shn3 3'UTR firefly luciferase, 24 h; inhibition, % at 12.5 µM; hit rate 0.52% among 360,000;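 active = mean inhibition of at least 75% with every replicate also reaching 75%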;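 note: 0% = median of neutral control wells and 100% = pilot-screen positive control compound; some compounds past the cut are filed as inactive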
CF NFkB inh = inhibitors of cystic fibrosis induced NF-kB; hit rate 0.86% among 360,000; inhibition, % at 5 µM; KKLEB NF-kB-GFP reporter, PAF-induced, GFP fluorescence overnight; AID 588850;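 active = at least 50% inhibition at 5 µM, scaled per plate between neutral and stimulator controls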;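 note: PAF is a Pseudomonas aeruginosa culture filtrate used as stimulus; plate controls were PAF-stimulated DMSO wells for no effect and unstimulated DMSO wells for full effect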
TRAIL sens C8 = sensitizes caspase-8 expressing cells to TRAIL | inhibition (viability loss, TRAIL sensitization), % at 10 µM | hit rate 1% among 360,000 | NB7+C8 cells + TRAIL, ATPlite viability luminescence;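 active = compounds causing at least 50% loss of cell viability in the single-dose screen, relative to plate controls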
Peg3 promoter = inhibitors of Peg3 promoter | inhibition, % at 20 µM | HeLa PEG-Prom luciferase reporter, luminescence, overnight | hit rate 1.7% among 360,000;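 active = inhibition of at least 50% at 20 µM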
TWEAK-Fn14 inh = TWEAK-Fn14 signaling inhibition | TWEAK-stimulated Fn14 reporter cells, luciferase luminescence, 8 h | inhibition, % at 10 µM | hit rate 2% among 360,000 | AID 1159606; in the data active = inhibition above about 50%
KKLEB tox = CF airway cell cytotoxicity counter-screen; KKLEB CF airway cells viability, ATPlite luminescence, overnight; active compounds read low; cells stimulated with P. aeruginosa culture filtrate; hit rate 0.36% among 360,000; activity change (cytotoxicity), % at 5 µM;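 active = corrected activity change at or below -50% at 5 µM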
Numbers without * were called inactive; . = not tested or not shown.

The line under a structure holds: Peg3 promoter	TROY NFkB inh	NR2E3 ag-2	Shn3 3UTR inh	KKLEB tox	NR2E3 ag-1	TWEAK-Fn14 inh	CF NFkB inh	MITF TRPM1 inh	HIF-2a inh	TRAIL sens C8
CCOC(=O)CCNC(=O)Nc1cc2nc(C)n(Cc3cccc(Cl)c3)c2nc1C
  3	-5	1	4	5	-16	-17	5	-2	11	-7
O=C(CN1C(=O)NC(c2ccccc2)(c2ccccc2)C1=O)NCCc1ccc(F)cc1
  -5	-6	.	45	5	19	21	-3	6	17	-10
COc1ccc(N/C=C/C(=O)c2ccc(OC)c(OC)c2)cc1
  -119	-24	-4	-11	-10	-20	-31	13	-16	-153	-9
O=C(CSCc1cc(=O)n2ccsc2n1)Nc1ccc(F)cc1
  8	-15	-2	8	2	-2	13	1	-6	9	-8
Cn1ccnc1SCC(=O)c1ccc(OC(F)F)cc1
  -149	-54	2	-50	-1	-47	12	4	-59	-173	-3
COC(=O)c1cc(C)sc1NC(=O)CCc1ccccc1
  -3	8	-2	-11	-11	-47	-8	10	5	12	14
Cc1ccc(-c2csc(/C=C3/SC(C)C(=O)N3CC(=O)Nc3ccccc3F)n2)cc1 (stereo not drawn)
  -10	5	.	8	-1	-5	-3	28	-6	1	-10
COc1ccc(NS(=O)(=O)c2ccc3c(c2)oc(=O)n3C)c(OC)c1
  2	4	1	19	-4	-4	-6	3	6	3	1
COc1cc2c(cc1OC)C(c1cc3ccc(C)cc3[nH]c1=O)N(C(=O)c1ccco1)CC2 (stereo not drawn)
  16	6	0	2	-20	-6	-23	26	0	7	-10
CCC(C)[C@H]1CNC(=O)C(=O)N1CCCCC1CCCCC1 (stereo partly drawn)
  .	-10	.	.	.	17	-3	.	.	13	1
CN(CC(=O)Nc1ccccc1C(F)(F)F)C(=O)CCc1nc2ccccc2c(=O)[nH]1
  10	-18	-2	12	-12	-9	-3	23	10	3	0
O=C(O)CCCNS(=O)(=O)/C=C/c1ccccc1
  -2	0	0	-8	-5	14	1	17	11	6	0
COc1ccc2[nH]c3c(c2c1)CCN1C(=O)C(CC(=O)NCCCN(C)C)C[C@H](C(=O)N2CCOCC2)[C@@]31CCC1CCCC1 (stereo partly drawn)
  1	-2	.	-14	2	10	-5	12	-12	6	1
CC1CCCCC1NC(=O)CN1C(=O)c2cccc(N)c2C1=O (stereo not drawn)
  -4	13	.	-12	1	-3	0	-2	7	18	-6
CCN(CC)CCOC(=O)c1ccc(Cl)cc1Cl
  4	7	0	7	4	-9	10	4	7	14	1
NCCOc1ccc(C2CCCCC2)cc1
  -70	5	2	-10	0	4	6	-4	-27	-79	-5
CCn1nnnc1-c1ccc(OC)c(S(=O)(=O)N2CCCCC2)c1
  13	5	0	6	0	-11	-16	-5	3	2	13
CCOC(=O)c1c(-c2ccccc2)c(C(C)=O)c(=O)n(C)c1C
  0	-4	2	-4	3	-1	11	-1	6	3	12
Cc1ccc(-c2csc(NC(=O)CSc3nc4ccccc4[nH]3)n2)cc1
  -46	57*	.	11	-13	-73	72*	-7	-7	-154	15
O=C(O)Cn1c(Cc2ccccc2)nc2ccccc21
  4	2	-3	7	1	-5	-7	10	5	10	0
CC(C)CC1C(=O)N(Cc2cn(CCC3OCCO3)nn2)CCS(=O)(=O)N1Cc1ccc(-c2ccccc2)cc1 (stereo not drawn)
  41	30	.	-2	-2	-25	12	22	.	5	22
COc1ccc(C(=O)/C=C/c2ccc(OC)c(Cn3nnc4ccccc43)c2)cc1
  52*	7	3	-4	-34	-28	36	18	24	36	-7
COc1ccc(CCNS(=O)(=O)c2ccc(Br)s2)cc1
  8	-4	-2	1	20	-10	-20	-2	11	9	-19
CC1CCCC(C)N1CCNC(=O)Cn1nc(-c2ccccc2)ccc1=O (stereo not drawn)
  3	-13	4	-9	1	-6	-1	2	-9	-6	7
COc1cccc(C(CC(=O)NCC2CCCO2)NS(=O)(=O)c2ccc(C)cc2)c1OC (stereo not drawn)
  3	4	.	-5	2	-12	-1	0	-2	7	9
Cc1ccc(-c2cc(=O)c3cc(F)ccc3[nH]2)cc1
  -84	-27	-1	7	6	-66	-10	-15	-17	-140	33
Cc1ccc(CS(=O)(=O)CCC(=O)NCCC2=CCCCC2)cc1
  8	-11	-2	7	-10	6	24	-14	3	9	0
CCCCCOc1cccc(C2C(C(=O)c3cccs3)=C(O)C(=O)N2CCN2CCOCC2)c1 (stereo not drawn)
  -6	-22	11	-11	-3	-25	11	10	-8	17	13
COc1ccc(CCNC(=O)CO/N=C/c2cc3c(cc2Br)OCO3)cc1OC
  6	9	-3	-6	1	6	5	-2	-2	17	44
O=C(Cc1cccs1)Nc1ccc2c(c1)C(=O)OC2
  -4	-4	5	-9	4	-32	-1	-10	-8	-25	-33
Cn1c(=O)c2c(nc(Sc3ncccn3)n2Cc2ccccc2Cl)n(C)c1=O
  16	-8	-1	21	9	-2	-1	-6	1	12	7
O=C(NNC(=O)C1CCN(S(=O)(=O)c2cccc(C(F)(F)F)c2)CC1)C1CC1
  19	-14	-2	-19	12	-16	4	-9	10	14	-3
O=C(N[C@@H](Cc1c[nH]c2ccccc12)C(=O)O)C1CCN(S(=O)(=O)c2cccs2)CC1
  9	13	1	2	0	-5	9	6	0	16	-9
CCN(CC)C(=O)CN(C#N)c1nc(OC)nc(N(C)C)n1
  6	-17	2	10	12	-20	-7	0	-3	12	-9
O=C(CC(=O)c1ccccc1)Nc1ccccc1C(F)(F)F
  -68	-21	3	-43	1	4	10	5	-14	-114	-8
CN(C)c1ccc(S(=O)(=O)NCC(=O)OCC(=O)Nc2cc(Cl)cc(Cl)c2)cc1[N+](=O)[O-]
  0	29	6	3	-2	2	14	18	7	18	-9
O=C(Nc1cccc2cccnc12)c1cccc([N+](=O)[O-])c1
  -175	-26	0	-37	3	-51	-42	-15	-31	-251	5
O=C(CSc1nnc(-c2cccnc2)o1)Nc1cccc(Cl)c1
  -154	2	2	-37	12	-18	4	-7	-27	-171	-15
Cc1cc(C)c(NC(=O)CSc2cccc[n+]2[O-])c(C)c1
  0	11	.	-21	14	-1	-8	-15	-3	13	6
O=C(CNC1CCCCC1)N1CCc2ccccc2C1
  11	0	0	-14	-2	26	-2	-4	8	3	-4
Cc1cc(C(=O)O)c(C)n1-c1ccccc1
  3	17	-2	-12	-8	2	-3	7	-3	3	-15
CCOc1cc(C(=S)N2CCOCC2)ccc1OS(=O)(=O)c1ccc(NC(C)=O)cc1
  21	24	0	47	-17	5	21	1	5	-8	-7
COCCNC(=O)/C(C#N)=C/c1ccc(O)c([N+](=O)[O-])c1
  -9	-6	-5	-5	7	-2	2	-30	-5	8	1
CCOc1ccccc1NC(=O)CSc1ccc(-c2ccco2)nn1
  -10	9	0	0	-4	-26	-15	-20	11	-3	5
Cc1cc(C)nc(SC2=CS(=O)(=O)c3ccccc32)n1
  34	15	-1	32	-4	24	53*	30	7	-4	3
COC(=O)C1=C(C)NC2=C(C(=O)CCC2)C1c1coc2ccccc2c1=O (stereo not drawn)
  23	-3	5	2	10	6	32	-5	1	27	0
CCOc1ccc2nc(/N=C/c3c(C)[nH]n(-c4ccc(C)cc4)c3=O)sc2c1
  -117	-44	2	-92	8	-56	6	-6	-21	-120	37
CN1CCN(C(=O)/C=C/c2cn(-c3ccccc3)nc2-c2ccc3c(c2)OCCO3)CC1
  9	-2	-1	6	4	-4	-18	8	-24	-24	-6
COc1ccc(C)cc1S(=O)(=O)n1c([N+](=O)[O-])cnc1C
  11	15	4	-1	9	7	87*	-3	-5	17	-4
O=C(/C=C(\c1ccccc1)n1cncn1)c1ccccc1
  7	6	-1	11	4	15	2	-1	2	2	15
O=C(CN1CCN(CC(=O)Nc2ccccc2Cl)CC1)Nc1ccc(F)c(F)c1
  21	13	3	6	-6	-22	-12	-7	1	10	12
COc1ccc2c(c1)C(C)=CC(C)(C)N2S(=O)(=O)c1ccc(Br)cc1
  29	21	-1	23	-17	6	11	42	55	30	-24
O=C1c2ccccc2C(=O)N1Cc1nc2ccccc2c(=O)n1CCN1CCOCC1
  3	-5	6	-4	3	-5	0	6	0	7	-1
O=C(CN1CCOCC1)N/N=C/c1ccco1
  8	-6	4	9	-1	-23	3	4	-5	13	-6
O=C(C#Cc1ccccc1)Nc1ccc(F)cc1
  -207	-57	5	-83	4	-30	15	-8	-53	-148	-15
COc1ccccc1C(=O)NCCc1c(C)[nH]c2c(C)ccc(F)c12
  2	-10	0	14	-10	8	-27	0	-1	-22	9
Cc1ccc(-c2cc(C(=O)NCC3CCCO3)no2)cc1 (stereo not drawn)
  -237	-44	3	-75	4	-98	-10	-6	-56	-251	19
CC(=O)N1N=C(c2ccccc2)OC12CCCC2
  0	0	3	-15	6	-13	-9	-13	-20	2	1

Some of the compounds tested; rates above refer to the full screens.
